Wnt bcat act – activates Wnt/beta-catenin signaling in a reporter cell assay; activator, plate reader; activation, % at 9.35 µM; 1.2% of 300,000 active; AID 743398; in the data active means activation above about 30%, passing the limit was not always enough; inconclusive means no clear call, values can overlap the other calls;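 further: 0% = neutral control wells and 100% = positive control wells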
phage Ecoli inh – E. coli growth loss with phage present; 0.26% of 360,000 active; growth absorbance; inhibition, % at 11.9 µM; in the data active means inhibition above about 11%
Numbers without * were called inactive; u = inconclusive.

SMILES	Wnt bcat act	phage Ecoli inh
CCc1nc2ccc(C(=O)N(C)CCN(C)C)cn2c1N(C)CCC(C)C	-1.9	0.5
Cc1cnc(C)c(Nc2nc(C(N)Cc3ccc(F)cc3)cs2)n1 (stereo unspecified)	-2.5	0.9
COc1ccccc1-n1cc(CN2CCc3onc(-c4ccc(Br)cc4)c3C2=O)nn1	0.5	1.3
COC(=O)[C@H](Cc1ccccc1)N1C[C@@H](N2CCC[C@H]2C)CS1(=O)=O	-0.6	-1.0
COc1cccc(C(C)(O)c2nc(-c3cccc(C(=O)O)c3)cs2)c1 (stereo unspecified)	1.0	2.4
NC(CCc1ccccc1)c1csc(NC(=O)NCC2CCCCC2)n1 (stereo unspecified)	-0.2	-0.6
CC(C)CNc1ncnc2c1ncn2[C@H]1CN(Cc2ccc(Cl)cc2)C[C@@H](CO)O1	-3.3	1.5
Cc1cc(=O)oc2c3c(cc(OCC(=O)NCC(O)c4ccccc4)c12)OC(C)(C)CC3 (stereo unspecified)	-1.5	4.2
CCOC(=O)C1=C[C@@H](C(C)(C)C)N(S(=O)(=O)c2ccc(C)cc2)[C@H]1c1ccc(Cl)c(Cl)c1	-2.1	1.8
Cc1ccc(S(=O)(=O)N2CCC(=O)N([C@H](COCc3cccc(C(F)(F)F)c3)C(C)C)CC2)cc1	-2.6	2.1
Cc1ccc(S(=O)(=O)N2[C@@H](CO)CO[C@H]2CC(=O)c2cccs2)cc1	-2.0	1.7
Cc1cn([C@H]2C[C@H](O)[C@@H](/C=C/C(=O)NCc3ccccc3)O2)c(=O)[nH]c1=O	-4.9	0.2
COc1ccc(-c2csc(C(NC(C)=O)c3ccccc3)n2)cc1 (stereo unspecified)	0.0	3.1
O=C(NCc1ccccc1)OC1CC2CC1[C@H]1CCCCN1C2=O (stereo partly specified)	-0.7	-2.6
CCc1nc2ccc(C(=O)NCCCN3CCCC3=O)cn2c1N(C)CCC(C)C	2.4	0.4
CN(C)c1nc(N)nc(CSc2nnnn2-c2ccc(Cl)cc2)n1	-2.0	3.5
COC(=O)c1cc(=O)nc(NN=Cc2ccccc2O)s1	12.8	2.8
OC[C@@H]1CN(C2CCCC2)C[C@H](n2cnc3c(NC4CCC4)ncnc32)O1	-1.9	1.1
FC(F)(F)c1ccc(-c2cccc3c2C2CC3CCN2Cc2ccc3c(c2)OCO3)cc1 (stereo unspecified)	-2.8	6.6
Cc1ccc(F)c(S(=O)(=O)NC(=O)C2(C)CCN2C(=O)Cc2cccs2)c1 (stereo unspecified)	-0.5	0.2
C=Cc1ccc(Cn2c(C)c(C(=O)NCCC#N)sc2=O)cc1	-3.4	1.2
O=C(/C=C/[C@H]1O[C@@H](n2cnc3c(NC(=O)c4ccccc4)ncnc32)[C@H](O)[C@@H]1O)NCc1ccccc1	-3.4	0.1
CC(C)NC(=O)C1C(c2ccc(C(F)(F)F)cc2)=Nc2ccccc2N1C(=O)c1ccccc1 (stereo unspecified)	44.8*	0.8
COc1ccccc1CCn1cnc(-c2ccc(Br)cc2)c1CC(C)C	-18.2	-1.5

Copied from the list.
In phage Ecoli inh, COC(=O)c1cc(=O)nc(NN=Cc2ccccc2O)s1 reads 2.8
In phage Ecoli inh, COc1cccc(C(C)(O)c2nc(-c3cccc(C(=O)O)c3)cs2)c1 (stereo unspecified) reads 2.4
In phage Ecoli inh, CCOC(=O)C1=C[C@@H](C(C)(C)C)N(S(=O)(=O)c2ccc(C)cc2)[C@H]1c1ccc(Cl)c(Cl)c1 reads 1.8
In Wnt bcat act, Cc1cc(=O)oc2c3c(cc(OCC(=O)NCC(O)c4ccccc4)c12)OC(C)(C)CC3 (stereo unspecified) reads -1.5
In phage Ecoli inh, CCc1nc2ccc(C(=O)N(C)CCN(C)C)cn2c1N(C)CCC(C)C reads 0.5

New compounds follow
SMILES	Wnt bcat act	phage Ecoli inh
COC(=O)c1cnc(Nc2nc(C(N)Cc3ccccc3)cs2)nc1C(F)(F)F (stereo unspecified)	-0.8	0.7
COC(=O)[C@@]12C[C@@H](CC(=O)NCC34CC5CC(CC(C5)C3)C4)C(=O)N(Cc3ccc4c(c3)OCO4)C1=CCC(C)(C)C2	-5.0	1.1
CC(=O)Nc1c([N+](=O)[O-])cc2c3c(cccc13)CC2	1.6	0.2
CCCS(=O)(=O)NC(=O)C1(C)CCCN(C(=O)c2cc(F)cc(F)c2)C1 (stereo unspecified)	-2.1	1.9
COc1ccc(-c2oc3c(c2C(=O)OCCCO)C(OCCCCCO)CCC3)cc1 (stereo unspecified)	-0.8	2.5
Cc1cccc(C)c1NC(=O)C(c1ccnc2ccccc12)n1c(=O)c(-c2ccccc2)nc2ccccc21 (stereo unspecified)	3.1	1.2
C[C@@H]1CN([C@H](C)CO)C(=O)CCCn2cc(nn2)CO[C@H]1CN(C)S(=O)(=O)c1cn(C)cn1	-1.5	0.9
CC(C)c1ccc(CN2CCC2(C)C(=O)Nc2cnc3ccccc3c2)cc1 (stereo unspecified)	-3.3	1.0
CCc1nc2ccc(C(=O)NCCCN3CCCC3=O)cn2c1N(CC)CCN(C)C	-0.2	0.9
CC(=O)Nc1cc(-c2ccc(C(=O)N3CCOCC3)cc2)cn2c(-c3cccc(C(C)=O)c3)cnc12	2.5	1.6
CC(C)C[C@@H](NC(=O)OC(C)(C)C)C(=O)N1O[C@]23C=C[C@]14C[C@@H](O)CC[C@]4(C)C2CC[C@]1(C)[C@@H]([C@H](C)/C=C/[C@H](C)C(C)C)CC[C@H]13 (stereo partly specified)	-2.8	2.3
OC(c1ccc(Cl)c(F)c1)c1ncc(-c2ccc(Cl)cc2)[nH]1 (stereo unspecified)	-3.0	4.2
c1ccc2c(-c3ccc4nncn4c3)cncc2c1	-3.2	-0.6
COC(=O)c1cc(=O)nc(NNC(C)=O)s1	0.2	3.1
O=S1(=O)N[C@@H](Cc2ccccc2)COc2cccc(N3CCCC3)c21	-2.6	2.4
C=CCN1C(=O)c2n[nH]c(COC)c2C1c1cccc(C(F)(F)F)c1 (stereo unspecified)	-0.6	3.2
Oc1ccc(C[C@H]2CN([C@@H](Cc3ccc(O)cc3)CN3CCC[C@@H]3CN3C(=S)NC[C@@H]3Cc3ccccc3)C(=S)N2CCc2ccccc2)cc1	-8.0	4.0
COc1cccc(CNC(=O)[C@@H]2CCCN2)c1	-3.0	0.2
CC(=O)Nc1ccc(NC(=O)C2Cc3c(-c4ccco4)ccnc3O2)cc1 (stereo unspecified)	-0.9	1.2
CCNC(=O)C1(C)CCCN(C(=O)c2sc(-c3ccccc3)nc2C)C1 (stereo unspecified)	-2.9	2.4
OC[C@@H]1CN(Cc2cccs2)C[C@H](n2cnc3c(Nc4ccccc4)ncnc32)O1	-1.1	2.2
CC(=O)NC(C)(c1ccccc1)c1nc(-c2cccc(F)c2)cs1 (stereo unspecified)	0.9	0.1
COc1ccc(OC)c(NC(=O)Nc2nc(C(N)CCc3ccccc3)cs2)c1 (stereo unspecified)	-7.2	0.5
CCCCc1c(-c2ccccc2OC)ncn1Cc1ccc(Cl)cc1Cl	-8.2	-0.7

Reformatted with each value named: 2 of the compounds above.
> CC(=O)NC(C)(c1ccccc1)c1nc(-c2cccc(F)c2)cs1 (stereo unspecified)
  Wnt bcat act: 0.9
  phage Ecoli inh: 0.1

> COc1cccc(CNC(=O)[C@@H]2CCCN2)c1
  Wnt bcat act: -3.0
  phage Ecoli inh: 0.2

Remaining list, next part
SMILES	Wnt bcat act	phage Ecoli inh
CCNC(=O)C1CCCN(C(=O)c2ccc3c(c2)OCO3)CC1 (stereo unspecified)	-5.3	3.0
CCc1nc2ccc(C(=O)NCCN3CCNC3=O)cn2c1N(CC)CCOC	2.4	1.2
CN1CCN(c2ccc3c(c2)OC[C@@H](Cc2ccccc2)NS3(=O)=O)CC1	-4.8	1.9
COc1ccccc1-c1cc2c(c3c1ccn3C)C1CCC2C1 (stereo unspecified)	-3.8	3.4
Cc1cc2c(nc1C)CCCN2S(=O)(=O)c1ccc(C#N)cc1	-0.3	3.8
O=C(C[n+]1cccc(/C=N/O)c1)NC(=O)Nc1ccccc1	-1.6	2.4
CCC(=O)N1CCC1(C)C(=O)Nc1ccc(OC)c(OC)c1 (stereo unspecified)	-2.1	1.0
C(=C\c1ccccc1)/CN1CCN(C(c2ccnc3ccccc23)c2nnnn2C2CCCCC2)CC1 (stereo unspecified)	-2.4	2.5
CCc1nc2ccc(C(=O)NCCCn3ccnc3)cn2c1N(C)CCC(C)C	0.7	1.5
CCCCCCCCN1CC(Cc2cc3ccccc3c3ccccc23)N(c2ccccc2)c2ccccc2C1=O (stereo unspecified)	-4.9	3.8
O=C(/C=C(\Nc1cccc(C(F)(F)F)c1)c1ccccc1)c1ccccc1	24.5	1.2
O=C1Nc2ccccc2N(C(=O)c2ccc3ccccc3c2)C1c1nc2ccccc2[nH]1 (stereo unspecified)	11.8	-1.7
O=S1(=O)CC(N2CCC(c3ccccc3)CC2)CN1Cc1ccc(F)cc1 (stereo unspecified)	0.8	3.0
O=[N+]([O-])c1ccc2c(c1)CO[C@@]21O[C@H](CCO)C[C@H](O)[C@H]1O	-3.3	-0.8
CCCCN1CC(N2CCCCC2)CS1(=O)=O (stereo unspecified)	-2.2	1.5
Cn1cc(-c2csc(C(C)(O)c3cccnc3)n2)cn1 (stereo unspecified)	-0.1	3.2
CCSc1n[nH]c(=O)n1C	3.0	1.4
COc1c(C)cc(C(O)c2ncc(-c3ccc(C(F)(F)F)cc3)[nH]2)cc1C (stereo unspecified)	-1.1	3.0
COCCNc1nc2cc(-c3ccccc3)sc2c(=O)n1C	-0.6	-0.8
CCOc1ccc(-c2cc(C(=O)Nc3ccc(F)cc3)[nH]n2)c(C)c1	-4.1	3.0
CCNC(=O)C1CCCN(C(=O)c2ccc(C#N)cc2)CC1 (stereo unspecified)	-1.3	3.3
CC(=O)NCCNc1nc2cc(-c3ccsc3)sc2c(=O)n1C	-3.7	-1.2
O=C1C(CCc2ccccc2)ON=C(c2cnccn2)N1Cc1ccc(F)cc1 (stereo unspecified)	-1.1	5.3
CC(C)(C)CC(=O)Nc1nc(C(N)Cc2ccc(C(F)(F)F)cc2)cs1 (stereo unspecified)	-3.0	6.7

Compound profiles (already shown):
CC(=O)Nc1cc(-c2ccc(C(=O)N3CCOCC3)cc2)cn2c(-c3cccc(C(C)=O)c3)cnc12 is entered as Wnt bcat act: 2.5; phage Ecoli inh: 1.6
CN1CCN(c2ccc3c(c2)OC[C@@H](Cc2ccccc2)NS3(=O)=O)CC1 is entered as Wnt bcat act: -4.8; phage Ecoli inh: 1.9

Other records:
SMILES	Wnt bcat act	phage Ecoli inh
CCc1nc2ccc(C(=O)N(C)Cc3ccco3)cn2c1N(C)C(=O)Cc1ccccc1	-1.5	2.8
CCOC(=O)C1=CCN(S(=O)(=O)c2ccc(Cl)cc2)C1c1cccc(F)c1 (stereo unspecified)	-1.5	1.6
Cc1nc2c(OCC(=O)c3ccc(F)cc3)cccn2c1N(C)Cc1cccs1	0.3	3.4
COC(=O)C1=C(C)N(Cc2cccc(C(F)(F)F)c2)C(=NCc2cccc(C(F)(F)F)c2)NC1c1ccc(Cl)cc1 (stereo unspecified)	-17.2	7.1
CC(C)c1cc(C(=O)NCc2ccc(F)cc2)c(N)s1	-1.8	2.9
CCCCCCCCN1C(=O)[C@H](CC(=O)N2CCN(C(=O)OCC)CC2)C[C@@]2(C(=O)OCC)CCCC=C12	-3.3	-1.7
Fc1cc(Cl)cc2ccc(-c3ccccc3)nc12	6.0	2.5
CC(C)C(N)c1csc(Nc2nncc3ccccc23)n1 (stereo unspecified)	u	-1.3
O=C(C[C@@H]1CC[C@H](NS(=O)(=O)c2ccccc2F)[C@@H](CO)O1)NCCCN1CCOCC1	-2.4	4.6
Cc1cc(Cl)ccc1C(O)c1ncc(-c2ccc(C(F)(F)F)cc2)[nH]1 (stereo unspecified)	-2.1	3.1
CC1(Cc2ccccc2F)C(=O)Nc2c(Cl)ccc(Cl)c21 (stereo unspecified)	-1.2	1.8
CCc1cccc(CC)c1NC(=O)c1ccc(-c2cc(Cl)ccc2Cl)o1	-2.2	0.6
CN1CCN(c2ccc(CNC(=O)C3Cc4c(-c5ccc6c(c5)OCO6)ccnc4O3)cc2)CC1 (stereo unspecified)	-3.9	-1.4
O=C(NC1CCCC1)C(C1CC1)n1c(-c2ccnc3ccccc23)nc2ccccc21 (stereo unspecified)	-0.2	1.9
CCOC(=O)C1(C)CCN1C(=O)c1oc2ccccc2c1C (stereo unspecified)	-0.5	0.1
O=[N+]([O-])c1ccc2c(c1)CCCO[C@]21O[C@H](CCO)C[C@H](O)[C@H]1O	-1.1	-1.7
CCc1nc2ccc(C(=O)NCCCN3CCCC3=O)cn2c1N(C)Cc1ccc(OC)cc1	-1.0	-0.3
CN1CCC(N2CCN(C3CN(C4CCCC4)S(=O)(=O)C3)CC2)CC1 (stereo unspecified)	-1.9	1.4
CC(=O)Nc1cc(-c2ccncc2)cn2c(-c3ccccc3)cnc12	0.4	0.8
COCCNC(=O)C1(C)CCCN(C(=O)c2ccc3c(c2)CCO3)C1 (stereo unspecified)	2.7	2.2
CC(C)Nc1ncnc2c1ncn2[C@H]1CN(Cc2cccs2)C[C@@H](CO)O1	1.2	4.6
CCc1nc2c(OCC(=O)c3ccc(Cl)cc3Cl)cccn2c1N(C)C(=O)c1cccs1	-1.3	1.6
CCOC(=O)C1=C(C(=O)OCC)C2N(Cc3ccc(C#N)cc3)c3ccccc3[C@@]23C[C@@H](C(=O)OC)N(S(=O)(=O)c2c(C)noc2C)C3=N1 (stereo partly specified)	-2.9	0.2
CC(C)(C)c1ccc(SC2=C[C@@]3(O)CC[C@@H](O)[C@@](Sc4ccc(C(C)(C)C)cc4)(C2=O)[C@H]3O)cc1	-7.1	2.9
CSc1n[nH]c(-c2cccs2)n1	-2.8	1.1
O=C(N[C@H](CO)c1ccccc1)[C@H]1O[C@@H](n2ccc(=O)[nH]c2=O)[C@H](O)[C@@H]1O	-4.6	1.4
CCCNC(=O)C1(C)CCCN(C(=O)Cc2ccc3ccccc3c2)C1 (stereo unspecified)	-1.8	2.3
CCCS(=O)(=O)NC(=O)C1(C)CCN(C(=O)c2ccccc2OC(C)=O)C1 (stereo unspecified)	-2.8	-0.3
Cc1cc2c(c(=O)o1)[C@@]1(C(=O)N(C)c3cccc(Br)c31)C1=C(CCCC1=O)O2	20.3	-1.8
COC(=O)c1cc(=O)nc(NN=Cc2ccccc2)s1	-0.5	-1.8
COc1cccc(CNC(=O)[C@H]2CCCN2)c1	-0.1	3.6

Screening results as filed in PubChem BioAssay.

Only part of the results is shown. The share of hits here may be higher or lower than overall.
